FXIa mix inh = FXIa protease inhibitors in compound pools, primary screen, biochemical, 10-compound mixtures | inhibition, % at 5 µM | 0.19% of 62,000 active | purified FXIa, fluorogenic substrate, pooled mixtures | Coagulation factor XI (Homo sapiens), P03951;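 note: each value is inhibition by a whole ten-compound pool holding the compound; 0% = enzyme with no mixture and 100% = wells lacking enzyme; strong numbers were not always called active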
C1s block = complement C1s protease inhibitors, primary screen, biochemical, 10-compound mixtures; 0.16% of 62,000 active; AID 538, 2006; mean inhibition % of two 10-compound mixtures (hits give high values), % at 5 µM (by protocol); purified C1s, fluorogenic AMC substrate, pooled mixtures; Complement C1s subcomponent (Homo sapiens), P09871;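 active = inhibition above 20% in each of the two 10-compound mixture wells holding the compound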;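 note: 0% = enzyme wells lacking compound mixture and 100% = no-enzyme blank wells; some compounds called inactive have numbers as strong as hits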
AP complement = alternative complement pathway inhibitors, primary screen, biochemical, ELISA, human serum, orthogonally pooled compounds. LPS-coated ELISA, C3 deposition; tested in compound mixtures. inhibition, % at 5 µM. 0.08% of 62,000 active. AID 1235, 2008;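 active = inhibition above 30% in each of the two pooled mixtures holding the compound, so the lower value exceeds 30%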;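 note: 0% = serum in Mg-EGTA without compound and 100% = EDTA serum blank; some compounds past the cut are filed as inactive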
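Test system: human serum alternative complement pathway, C3 deposition on LPS-coated wells; also added: Plate-bound LPS; doses: 5 µM per compound in ten-compound mixtures; schedule: 1 h at 37 °C; detection: Anti-C3 ELISA, OD 450 nm; evaluation: percent inhibition of C3 deposition onto LPS; repeats: two pool placements per compound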
CatB mixtures = cathepsin B inhibitors from pooled compounds, primary screen, biochemical, compound mixtures, AMC fluorescence | 0.06% of 62,000 active | inhibition, %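 (ten-compound pools at 5 µM per compound and 50 µM total)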 | Purified cathepsin B, AMC dipeptide fluorescence; in the data active = inhibition above about 22%, passing the limit was not always enough;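 note: 0% = enzyme without compound and 100% = no enzyme blank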
CatB block = human cathepsin B inhibitors, primary screen, biochemical, fluorogenic substrate. P07858. purified cathepsin B, fluorescence. inhibition, %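 (tested at 10 µM)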. 0.1% of 63,000 active. AID 453, 2006; in the data active = inhibition above about 21%;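 note: 0% = enzyme with no compound and 100% = no enzyme blank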
CatS block = inhibitors of human cathepsin S, biochemical, compound mixtures | recombinant cathepsin S, AMC dipeptide fluorescence, pooled mixtures | inhibition, %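 (tested at 5 µM per compound within 10-compound mixtures)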 | 0.06% of 62,000 active | P25774 | AID 501, 2006; in the data active = inhibition above about 32%, passing the limit was not always enough;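 note: 0% = enzyme without compound and 100% = blank without enzyme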
CatG inh = human cathepsin G inhibitors, primary screen, biochemical, pooled compound mixtures, AMC fluorescence; purified enzyme, AMC-tetrapeptide fluorescence; inhibition, % at 5 µM (by protocol); 0.2% of 62,000 active; AID 581, 2007;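 active = inhibition above 20% in each of the two mixture wells holding the compound; inactive = inhibition of 20% or less in either well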;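 note: 0% = enzyme control without mixture and 100% = blank lacking enzyme; strong numbers were not always called active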
CatL block = inhibitors of human cathepsin L, biochemical. Procathepsin L (Homo sapiens), P07711. purified cathepsin L, fluorogenic substrate, fluorescence. inhibition, %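 (tested at 10 µM)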. 0.17% of 58,000 active; in the data active = inhibition above about 45%;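 note: 0% = enzyme with no compound and 100% = no enzyme blank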
Target sequence (P07711 114-288 limits assumed): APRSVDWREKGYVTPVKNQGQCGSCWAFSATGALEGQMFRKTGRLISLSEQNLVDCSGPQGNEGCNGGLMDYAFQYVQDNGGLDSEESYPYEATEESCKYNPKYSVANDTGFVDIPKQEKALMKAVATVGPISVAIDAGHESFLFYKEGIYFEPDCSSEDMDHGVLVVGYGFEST
Target sequence (P07711 292-333 limits assumed): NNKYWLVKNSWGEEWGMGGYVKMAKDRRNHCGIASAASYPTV
FXIIa mix inh = human factor XIIa inhibitors, primary screen, biochemical, pooled compound mixtures, fluorogenic substrate. purified FXIIa. inhibition, % at 5 µM. Coagulation factor XII (Homo sapiens), P00748. 0.2% of 62,000 active;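 note: 0% = enzyme without compound and 100% = no enzyme blank; some results filed as inactive read as strong as hits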
Active calls of the source: *; & = joins results of further samples. Cut-off read from the data, not from the text of the source, unless noted: active = inhibition above about 20% (passing the limit was not always enough); inactive = the rest. Not all compounds are listed; the hit share may differ from the screen's.

SMILES	FXIa mix inh	C1s block	AP complement	CatB mixtures	CatB block	CatS block	CatG inh	CatL block	FXIIa mix inh
CC[C@@H]1C(=O)OC[C@@H]1Cc1cncn1C	8.4&-3.2	3.8&-1.2	14.7&-0.3	-5.8&1.3	2.6	-6.1&4.0	0.9&-4.5	18.0&-2.7	5.2&-1.2

Compound activity (PubChem BioAssay)
